All columns: NCI-60 one-dose screen, growth in % after 48 h at 10 µM unless noted; 100 = growth as untreated, 0 = no growth, -100 = all killed.
HCT-116 = HCT-116 colon cancer. 7.3% of 82,000 active. AID 1794798
HCT-15 = HCT-15 colon cancer; 5.2% of 82,000 active; AID 1794746
COLO 205 = COLO 205 colon cancer; 7.3% of 79,000 active; AID 1794742
HT29 = HT29 colon cancer; 7.4% of 81,000 active; AID 1794748
SW-620 = SW-620 colon cancer | 5.2% of 82,000 active
HCC-2998 = HCC-2998 colon cancer; 4.7% of 79,000 active; AID 1794799
KM12 = KM12 colon cancer cells; 5% of 82,000 active
SNB-75 = SNB-75 CNS cancer; 5% of 79,000 active; AID 1794750
A498 = A498 renal cancer cells. 5.4% of 76,000 active
Numbers without * were called inactive; nt = not tested or not shown; & = joins results of further samples. How the source made its calls: active means growth percent below 10; inactive means the rest.

Start of the data: the first 7 records, ahead of the listing:
No.	mol	HCT-116	HCT-15	COLO 205	HT29	SW-620	HCC-2998	KM12	SNB-75	A498
1	CN1CCN(Cc2ccc(NC(=O)c3cncc(C#Cc4cnn5cccnc45)c3)cc2C(F)(F)F)CC1	4.3*	4.1*	-57*	17	0.2*	13	2.9*	62	nt
2	NCCCNc1nc2ccccc2c2c1S(=O)(=O)c1ccc(Cl)cc1C2=O	89	73	78	84	36	127	99	99	91
3	CCOC(=O)c1ccc(N=Nc2c(N)nc(N)[nH]c2=O)cc1	94	104	110	99	108	102	110	100	83
4	O=C(O)c1ccc(OC2C=CCCC2)cc1 (configuration not stated)	102	107	103	90	101	107	110	94	96
5	CCOC(=O)c1c(C)oc2ncnc(Nc3ccc(F)c(Cl)c3)c12	103	112	110	93	101	109	104	113	87
6	Clc1ccc(CNc2nc(SCCN3CCOCC3)nc3c2cnn3CC(Cl)c2ccc(Br)cc2)cc1 (configuration not stated)	23	1.9*	5.8*	-51*	19	31	28	76	106
7	C=C1CCC2C3(C)COC(c4ccccc4)OC3CCC2(C)C1C/C=C1/C(=O)OCC1OC(C)=O (configuration not stated)	25	79	103	66	41	107	84	75	103

The listing, previewed entries included:
No.	mol	HCT-116	HCT-15	COLO 205	HT29	SW-620	HCC-2998	KM12	SNB-75	A498
1	CN1CCN(Cc2ccc(NC(=O)c3cncc(C#Cc4cnn5cccnc45)c3)cc2C(F)(F)F)CC1	4.3*	4.1*	-57*	17	0.2*	13	2.9*	62	nt
2	NCCCNc1nc2ccccc2c2c1S(=O)(=O)c1ccc(Cl)cc1C2=O	89	73	78	84	36	127	99	99	91
3	CCOC(=O)c1ccc(N=Nc2c(N)nc(N)[nH]c2=O)cc1	94	104	110	99	108	102	110	100	83
4	O=C(O)c1ccc(OC2C=CCCC2)cc1 (configuration not stated)	102	107	103	90	101	107	110	94	96
5	CCOC(=O)c1c(C)oc2ncnc(Nc3ccc(F)c(Cl)c3)c12	103	112	110	93	101	109	104	113	87
6	Clc1ccc(CNc2nc(SCCN3CCOCC3)nc3c2cnn3CC(Cl)c2ccc(Br)cc2)cc1 (configuration not stated)	23	1.9*	5.8*	-51*	19	31	28	76	106
7	C=C1CCC2C3(C)COC(c4ccccc4)OC3CCC2(C)C1C/C=C1/C(=O)OCC1OC(C)=O (configuration not stated)	25	79	103	66	41	107	84	75	103
8	Nc1ccc(-c2ccncc2)cc1NC(=O)N1Cc2ccccc2C1	51	87	97	53	81	87	88	94	76
9	COc1ccc(C2CC(c3ccc(Cl)cc3)=NN2C(=O)Cn2c3c(sc2=O)C2C[C@@H](C)CCC2C(C)(C)S3)cc1 (some centres not stated)	73	93	90	83	92	99	84	72	nt
10	O=S(=O)(NCCNc1cc(-c2c(-c3cccc(O)c3)nc3sccn23)ccn1)c1ccccc1	65	57	57	84	100	96	88	32	86
11	O=[N+]([O-])CC(c1ccco1)c1c[nH]c2ccccc12 (configuration not stated)	94	97	116	104	98	113	99	47	nt
12	CCN1CCN(c2cc(C(=O)Nc3nc4ccc(Oc5ccnc(C(=O)NC)c5)cc4s3)cc(C(F)(F)F)c2)CC1	58	27	60	18	77	90	57	89	nt
13	O=C1/C(=C/c2ccc(OCc3cccc(F)c3)cc2)Oc2cc(O)ccc21	79	80	133	105	94	104	80	72	118
14	NC(=NCCCOc1ccc(Cl)cc1)Nc1ccc(C(F)(F)F)cc1	8.2*	54	-67*	3.1*	15	nt	25	35	35
15	CC(C)[C@@]12C[C@@H](OC(=O)COC(=O)c3ccccc3)[C@@](C)(O1)[C@@H]1CC[C@@H](C)[C@H]1[C@@H]2OC(=O)/C=C/c1ccccc1	84	93	108	90	100	97	95	73	-77*
16	CC1(C)COC(c2ccc(CC(Cc3ccc(C4(C(C)(C)C)OCC(C)(C)CO4)cc3)C(=O)O)cc2)(C(C)(C)C)OC1	24	21	39	42	34	31	17	65	22
17	O=C(O)C(=O)O	101	95	108	109	112	nt	102	67	93
18	CCCc1cc(=O)[nH]c(-n2nc(C)cc2C)n1	30	31	73	50	48	58	52	77	68
19	CCN1CCN(CC(=O)NC2CCCCC2)C(=O)/C=C\C1=O	100	96	106	100	97	101	97	82	90
20	O=C(O)CCC(=O)c1ccc(Oc2ccccc2)cc1	105	93	108	91	101	109	112	74	104
21	CC(=O)C(N=Nc1ccc(-c2cc(-c3ccc(N=NC(C(C)=O)C(C)=O)cc3)cc(-c3ccc(N=NC(C(C)=O)C(C)=O)cc3)c2)cc1)C(C)=O	100	100	122	110	103	101	105	85	nt
22	Oc1ccc(-c2[nH]ncc2-c2c[nH]c3ccccc23)cc1	93	95	119	104	100	103	103	73	96
23	NS(=O)(=O)c1ccc(NC(=O)c2ccoc2COc2ccccc2)cc1	93	100	120	109	103	101	97	91	115
24	C=C1CN(c2ccc(N(C)C)cc2)C1=O	86	111	108	98	107	104	102	93	88
25	C=CCn1c(SCC(=O)Nc2ccc(/C(C)=N\O)cc2)nnc1-c1cc(-c2ccc(Cl)cc2)nc2ccccc12	19	25	28	25	41	21	16	41	22
26	CC(=O)OCC1(C)CCC(C)CO1 (configuration not stated)	110	100	118	107	99	103	114	98	95
27	O=C(O)c1cc(C(F)(F)F)cc(C(F)(F)F)c1	100	104	113	100	nt	103	105	98	84
28	CCN1C(=O)N(CC)C2Nn3c(s/c(=C\c4ccco4)c3=O)=NC21 (configuration not stated)	98	85	124	116	91	102	82	77	103
29	N#CN1CCOCC1	104	96	121	103	104	114	114	90	102
30	COc1cc(C2C(C#N)=C(N)OC3=C2C(=O)c2ccccc2C3=O)cc(OC)c1O (configuration not stated)	23	24	45	65	13	45	14	4.8*	-8.4*

For convenience, some entries already given:
No.	mol	HCT-116	HCT-15	COLO 205	HT29	SW-620	HCC-2998	KM12	SNB-75	A498
26	CC(=O)OCC1(C)CCC(C)CO1 (configuration not stated)	110	100	118	107	99	103	114	98	95
27	O=C(O)c1cc(C(F)(F)F)cc(C(F)(F)F)c1	100	104	113	100	nt	103	105	98	84

Further results follow.
No.	mol	HCT-116	HCT-15	COLO 205	HT29	SW-620	HCC-2998	KM12	SNB-75	A498
31	O=C1N=C2SC=C(c3ccc(Cl)cc3)N2C1CCN1CCCC1 (configuration not stated)	105	93	112	93	102	103	107	76	71
32	Cc1cc2nc(C(Cl)Cl)nc(-c3ccccc3)n2n1	41	41	2.0*	13	30	29	18	-4.4*	21
33	O=C1/C(=C/c2ccc([N+](=O)[O-])cc2)Oc2ccc(O)c(-c3ccccc3)c21	66	71	nt	105	95	101	86	80	nt
34	O=C(Nc1ccc(Nc2ncnc3sc4c(c23)CCCC4)cc1)Nc1cccc(C(F)(F)F)c1	102	104	116	100	116	120	29	62	86
35	CC(=O)Nc1nc(C)c(C(=O)NNC(=S)NCc2ccccc2)s1	103	81	109	103	105	104	74	89	73
36	CC1(C)CC(=O)C2=C(C1)OC(N)=C(c1nc3ccccc3[nH]1)C2c1ccc(Cl)cc1 (configuration not stated)	103&63	106&40	121&79	115&87	104&81	111&77	100&37	124&65	149&67
37	O=C(CCN1CCCC1)Nc1ccc2c(NCCCCc3ccccc3)c3ccccc3nc2c1	-71*	17	-47*	6.4*	-61*	-91*	-79*	17	nt
38	O=C(Nc1cccc2ccccc12)ON=C1CCCCC1	100	104	112	113	111	100	120	104	103
39	C/C(CN1CCCCC1)=N\O	95	104	104	104	100	53	133	74	92
40	O=C(O)C(Cc1ccccc1)N1C(=O)/C(=C/c2cccnc2)SC1=S (configuration not stated)	102	107	108	121	99	101	104	98	85
41	CCCC(N)(CC)C(=O)O (configuration not stated)	100	102	120	111	102	111	115	104	108
42	O=S(=O)(Cc1ccccc1)NC1c2ccccc2Oc2ccccc21	89	84	87	83	87	113	102	80	84
43	Clc1ccc(-n2ccnc2)c(-n2cnnn2)c1	104	108	113	106	104	99	105	104	87
44	CC1=CC(Cc2ccccc2)N(C)C(C(N)=O)C1 (configuration not stated)	106	108	126	108	111	102	118	82	103
45	COc1cc2nc(N3CCC[C@@H](N)C3)nc(N)c2cc1OC	95	101	109	104	103	103	105	80	99
46	CN1CCN(c2ccc(Nc3nc(NCCCNC(=O)c4ccccc4)c4sccc4n3)cc2)CC1	31	12	94	15	61	83	54	110	141
47	COc1cc(C(O)c2nc3ccccc3s2)cc(OC)c1OC (configuration not stated)	76	91	97	97	97	nt	103	83	78
48	O=C(O)C(O)C(O)C(O)C(O)CO (configuration not stated)	110	104	110	84	101	106	112	100	105
49	OCCNC(=S)Nc1ccc(-c2nc(N3C[C@H]4CC[C@@H](C3)O4)c3cccn3n2)cc1	23	13	-8.6*	20	12	21	12	-30*	-37*
50	COC(=O)C(=Cc1ccccc1)C(=O)OC	106	97	120	97	116	105	109	86	109
51	O=C(Nc1ccc([N+](=O)[O-])cc1)C(=O)Nc1ccc([N+](=O)[O-])cc1	97	101	101	92	97	103	99	116	100
52	COc1ccc(NC(=O)c2ccc(C(F)(F)F)nc2Nc2ccc(Cl)cc2C)cc1Cl	3.7*	22	-14*	27	13	17	24	35	11
53	CC(O)C(O)C(O)C(O)CO (configuration not stated)	99	95	109	112	110	104	108	94	94
54	O=C(COc1ccc([N+](=O)[O-])cc1Cl)N1CCOCC1	105	114	142	102	98	109	99	96	106
55	O=C(Nc1cccc([N+](=O)[O-])c1)OCc1ccc2c(c1)OCO2	91	96	140	100	110	97	104	90	97
56	O=S(=O)(NCCCNc1nccc(-c2c(-c3ccc(F)cc3)nc3sccn23)n1)c1ccc(O)cc1	46	91	45	31	65	80	51	64	91
57	CCOC(=O)C1(Cc2ccccc2)CCCCCC1=O (configuration not stated)	111	114	113	108	110	120	128	82	104
58	CC(=O)OC(COC(c1ccccc1)(c1ccccc1)c1ccccc1)C(OC(C)=O)C(OC(C)=O)C(COC(c1ccccc1)(c1ccccc1)c1ccccc1)OC(C)=O (configuration not stated)	97	103	114	97	104	100	107	78	nt
59	O=C(CCC(=O)Nc1ccc(-n2nnc3cc(Cl)c(Cl)cc32)cc1)Nc1ccc(-n2nnc3cc(Cl)c(Cl)cc32)cc1	92	92	106	94	105	96	87	83	92
60	Cc1ccc(-c2cc(-c3ccccc3)n3nc(-c4ccc(Cl)cc4)cc3n2)cc1	100	104	132	107	96	105	87	98	100
61	C=C1C(=O)O[C@H]2[C@H]1CC/C(Cn1cc(-c3cc(C)c(C)cc3C)nn1)=C\CC[C@@]1(C)O[C@@H]21	-87*	-83*	-70*	-68*	-79*	-92*	14	29	nt
62	C=C(C)COc1ccc2c(c1)OCO2	80	100	111	95	108	95	106	87	98
63	O=C(Nc1nc(-c2ccc(F)cc2)cc(-c2ccc(Cl)cc2)n1)c1cccnc1	100	100	108	96	97	111	87	98	86
64	C=C1C(=O)O[C@@H]2C[C@@H](C)[C@H](OC)CC(=O)[C@](C)(OC(C)=O)C[C@H](OC(=O)/C(C)=C\C)[C@@H]12	5.8*	59	-7.7*	60	16	nt	94	79	150
65	CO[Si](OC)(c1ccccc1)c1ccccc1	99	109	104	105	106	114	109	68	94
66	N=C(N)N=Nc1c(O)[nH]c2ccccc12	106&103	109&124	107	117&111	110&106	99&88	109&160	102&114	118
67	CCOC(=O)c1c(C)oc2ncnc(Nc3ccc(OCc4ccc(Cl)cc4)cc3)c12	99	108	111	94	106	108	101	116	92
68	CCN(CCCc1ccccc1)CCCc1ccccc1	98&94	101&93	100&93	108&68	100&96	111&96	114&95	85&83	82
69	C/C(Cc1ccc(Cl)cc1)=C(\c1ccc(OCCN2CCCCCC2)cc1)c1ccc(OC(=O)C2CCCCC2)cc1	44	39	-22*	18	57	10	53	nt	82
